DDE Tn6 FP inh: inhibitors of Tn6 peptide binding to human fibrin DD(E). Fibrin DD(E) TRITC-Tn6 fluorescence polarization displacement. AID 720509. inhibition, % at 8.3 µM. P02675. 370,000 compounds, 0.21% hits;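 active means inhibition above a per-campaign cutoff: mean of compounds within control limits plus 3 SD, cut at about 15% in these data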;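 further: 0% = median of all compound wells on the plate and 100% = blocking peptide control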
PLCb3 inh: PLC-beta3 (human) inhibition, primary screen; Q01970; Purified PLC-beta3, fluorogenic substrate, fluorescence; inhibition, % at 12.2 µM; 370,000 compounds, 0.18% hits; AID 720704; in the data active means inhibition above about 11%;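 further: 0% = median of compound wells on plate and 100% = full blocker control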
ASAP1 inh: blocks human ASAP1-stimulated Arf1 GTP hydrolysis. GDP FP detection. inhibition, % at 16.5 µM. 360,000 compounds, 0.19% hits; in the data active means inhibition above about 25%;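 further: 0% = vehicle with enzyme and substrate and 100% = no enzyme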
Target sequence (Q9ULH1 325-724 limits assumed): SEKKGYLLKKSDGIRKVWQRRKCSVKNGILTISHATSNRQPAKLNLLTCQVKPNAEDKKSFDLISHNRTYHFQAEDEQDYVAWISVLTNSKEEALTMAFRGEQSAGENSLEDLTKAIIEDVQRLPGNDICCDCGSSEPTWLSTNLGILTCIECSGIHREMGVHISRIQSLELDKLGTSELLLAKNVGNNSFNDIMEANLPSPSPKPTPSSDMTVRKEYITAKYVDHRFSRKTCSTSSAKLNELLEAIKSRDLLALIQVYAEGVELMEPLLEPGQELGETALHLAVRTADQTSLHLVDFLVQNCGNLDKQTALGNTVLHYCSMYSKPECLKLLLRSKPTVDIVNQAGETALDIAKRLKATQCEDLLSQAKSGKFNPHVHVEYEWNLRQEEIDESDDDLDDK
TDP2 inh: blocks human TDP2 phosphodiesterase activity. recombinant TDP2, T5PNP hydrolysis, p-nitrophenol absorbance 415 nm. O95551. 370,000 compounds, 0.34% hits. AID 720702. inhibition, % at 12.8 µM;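 active means inhibition above the mean of all tested compounds plus 3 SD, set per campaign, cut at about 25% in these data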;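 further: 0% = DMSO with enzyme and 100% = buffer with substrate but no TDP2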
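System: recombinant human TDP2 / Amount: 120 nM TDP2 per well / Also added: 5 mM T5PNP chromogenic substrate / Doses: 12.8 µM single point, 1% DMSO / Incubation: 2 h at 37 °C / Detection: p-Nitrophenol epi absorbance / Evaluation: % inhibition relative to enzyme-containing and enzyme-free wells / Repeats: singlicate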
Tn7 DDE FP: DD(E)-Tn7 binding inhibition, primary FP screen; inhibition, % at 8.3 µM; 370,000 compounds, 0.13% hits; P02675; FP displacement of FITC-Tn7 peptide from fibrin DD(E); 0% = median of compound wells per plate;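 active means inhibition above the mean of compounds falling within the control limits plus 3 SD of them, cut at about 14% in these data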;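 further: 0% = plate median of compound wells and 100% = 10 µM Aha-Tn7 peptide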
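Assay system: Fibrin-DD(E) protein isolated from polymerized human fibrin clots; read-out basis: percent inhibition; medium: Tris/NaCl/CaCl2 buffer, pH 7.8; signal: FP measurement; incubation: 10 min plus 3 h, room temperature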
ARFGAP1 inhibitor: rat ARFGAP1 inhibition; Q62848; Arfgap1-stimulated ARF1 GTP hydrolysis, GDP FP detection; inhibition, % at 16.5 µM; 360,000 compounds, 0.26% hits; AID 651572;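 active means inhibition above a per-plate limit, mean inhibition of low control wells plus 3 SD, cut at about 25% in these data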;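 further: 0% = DMSO wells with enzyme and 100% = wells lacking Arfgap1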
Target sequence (Q62848 1-136 limits assumed): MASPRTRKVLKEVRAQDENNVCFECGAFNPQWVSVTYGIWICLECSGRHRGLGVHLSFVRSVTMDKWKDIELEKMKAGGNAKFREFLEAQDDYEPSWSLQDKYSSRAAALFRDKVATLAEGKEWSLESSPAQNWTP
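System: truncated rat Arfgap1 GAP domain / Benchmarks: high control wells lacking Arfgap1, low control full reaction with DMSO / Times: compound-enzyme preincubation 20 min, reaction 120 min, detection 60 min, 25 °C / Repeats: one replicate per compound / Also added: human ARF1(Δ1-17)-GTP substrate / Measured by: Tracer-displacement fluorescence polarization with EDTA stop, 620/688 nm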
ADAM17 inh: inhibits human ADAM17 | recombinant ADAM17, EDANS/DABCYL FRET peptide cleavage | AID 720648 | 370,000 compounds, 0.83% hits | inhibition, % at 6.95 µM;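 active means inhibition above the mean of compounds lying between control limits plus 3 SD, set per campaign, cut at about 8.5% in these data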;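 further: 0% = DMSO-only wells as the low control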
SIAE primary: inhibitors of human sialic acid acetylesterase SIAE. Q9HAT2. SIAE FP-Rh probe binding, fluorescence polarization. inhibition, % at 9.66 µM. 370,000 compounds, 0.69% hits;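 active means inhibition above a cutoff: mean of compounds within the control limits plus 3 SD of those, cut at about 17% in these data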;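 further: 0% = plate median of compound wells and 100% = probe without SIAE protein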
Target sequence (Q9HAT2 whole entry, looked up): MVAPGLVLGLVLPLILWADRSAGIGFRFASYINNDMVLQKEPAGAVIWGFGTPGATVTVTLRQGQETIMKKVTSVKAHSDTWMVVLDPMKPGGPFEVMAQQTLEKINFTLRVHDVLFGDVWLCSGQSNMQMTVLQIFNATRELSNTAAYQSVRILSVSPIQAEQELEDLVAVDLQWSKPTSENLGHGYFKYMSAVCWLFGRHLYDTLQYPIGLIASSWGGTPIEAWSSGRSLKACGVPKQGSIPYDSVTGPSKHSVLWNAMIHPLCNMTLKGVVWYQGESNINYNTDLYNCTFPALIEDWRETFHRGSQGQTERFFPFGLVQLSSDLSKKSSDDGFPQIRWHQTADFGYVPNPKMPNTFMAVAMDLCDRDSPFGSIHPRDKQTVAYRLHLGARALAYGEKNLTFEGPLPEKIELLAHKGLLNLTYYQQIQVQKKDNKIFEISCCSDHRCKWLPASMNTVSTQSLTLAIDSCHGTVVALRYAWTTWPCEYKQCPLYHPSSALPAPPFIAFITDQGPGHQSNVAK
ADAM10 inh: inhibitors of human ADAM10; O14672; recombinant ADAM10, EDANS/DABCYL FRET peptide cleavage, 3 h; inhibition, % at 7 µM; 370,000 compounds, 0.62% hits;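 active means inhibition above a per-campaign cutoff equal to the mean of compounds falling between control-based bounds plus 3 SD, cut at about 20% in these data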;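 further: 0% = DMSO wells while the 100% control is not disclosed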
PLC-gamma1 inh: inhibitors of human phospholipase C gamma1 | P19174 | purified PLC-gamma1, fluorogenic substrate, fluorescence | inhibition, % at 12.2 µM | 370,000 compounds, 0.84% hits | AID 720700; in the data active means inhibition above about 9.5%
Starred values were filed as active, the others as inactive.

What do the screens show for `Cn1c(SCC(=O)Nc2ccc(C(=O)O)cc2)nc2scc(-c3ccccc3Cl)c2c1=O`?
DDE Tn6 FP inh: 6; PLCb3 inh: 1; ASAP1 inh: 12; TDP2 inh: 1; Tn7 DDE FP: 3; ARFGAP1 inhibitor: -7; ADAM17 inh: 0; SIAE primary: -6; ADAM10 inh: 0; PLC-gamma1 inh: 0

What do the screens show for `O=C(Nc1nccs1)c1ccc(-c2cccc([N+](=O)[O-])c2)o1`?
DDE Tn6 FP inh: -6; PLCb3 inh: 3; ASAP1 inh: -8; TDP2 inh: 0; Tn7 DDE FP: -6; ARFGAP1 inhibitor: 15; ADAM17 inh: 3; SIAE primary: -9; ADAM10 inh: 0; PLC-gamma1 inh: 6

What do the screens show for `COc1ccc(C(=O)NC2CCN(CC(=O)N3CCCCC3)CC2)cc1`?
DDE Tn6 FP inh: 0; PLCb3 inh: -4; ASAP1 inh: 14; TDP2 inh: 3; Tn7 DDE FP: 2; ARFGAP1 inhibitor: -5; ADAM17 inh: 0; SIAE primary: 2; ADAM10 inh: -2; PLC-gamma1 inh: 0

What do the screens show for `CCCOc1ccc(Cc2c(O)nc(N)[nH]c2=O)cc1C`?
DDE Tn6 FP inh: -1; PLCb3 inh: -5; ASAP1 inh: -3; TDP2 inh: 19; Tn7 DDE FP: -5; ARFGAP1 inhibitor: -14; ADAM17 inh: -1; SIAE primary: 7; ADAM10 inh: 1; PLC-gamma1 inh: 1

Results for CC(=O)NCCC(=O)N1CCCC(N(C)CCc2ccccc2)C1 (stereo not drawn) ?
DDE Tn6 FP inh: -3; PLCb3 inh: 1; ASAP1 inh: -1; TDP2 inh: -4; Tn7 DDE FP: -2; ARFGAP1 inhibitor: -3; ADAM17 inh: -3; SIAE primary: 5; ADAM10 inh: 1; PLC-gamma1 inh: -2

Results for O=C(Cn1c(=S)[nH]c2ccccc2c1=O)NCCc1ccccc1 ?
DDE Tn6 FP inh: -3; PLCb3 inh: -1; ASAP1 inh: -10; TDP2 inh: 15; Tn7 DDE FP: 8; ARFGAP1 inhibitor: 5; ADAM17 inh: -1; SIAE primary: -1; ADAM10 inh: 2; PLC-gamma1 inh: -2

How did O=C(Nc1nccs1)c1ccc(Br)c(S(=O)(=O)N2CCCC2)c1 do in these assays?
DDE Tn6 FP inh: -1; PLCb3 inh: -8; ASAP1 inh: 6; TDP2 inh: 13; Tn7 DDE FP: -2; ARFGAP1 inhibitor: -3; ADAM17 inh: 1; SIAE primary: -1; ADAM10 inh: -7; PLC-gamma1 inh: -4

How did Cc1nn(-c2ccccc2)c(C)c1C(=O)NCc1ccc(F)cc1 do in these assays?
DDE Tn6 FP inh: 0; PLCb3 inh: 3; ASAP1 inh: -11; TDP2 inh: 2; Tn7 DDE FP: 1; ARFGAP1 inhibitor: 8; ADAM17 inh: -1; SIAE primary: 3; ADAM10 inh: -6; PLC-gamma1 inh: 2

Results for COc1ccc(CC(=O)NCc2n[nH]c(=S)n2-c2ccc(F)cc2)cc1 ?
DDE Tn6 FP inh: -4; PLCb3 inh: 2; ASAP1 inh: -1; TDP2 inh: 12; Tn7 DDE FP: 4; ARFGAP1 inhibitor: 0; ADAM17 inh: 0; SIAE primary: 1; ADAM10 inh: 0; PLC-gamma1 inh: 3

What do the screens show for `CC(=N\NC(=O)c1cc(Br)ccc1O)/C(=N/O)C(=O)Nc1ccccc1`?
DDE Tn6 FP inh: 2; PLCb3 inh: -36; ASAP1 inh: 6; TDP2 inh: -1; Tn7 DDE FP: 0; ARFGAP1 inhibitor: -2; ADAM17 inh: -4; SIAE primary: 10; ADAM10 inh: -13; PLC-gamma1 inh: -18

Results for COc1c(Br)cc2c(C)c(C(=O)N3CCOCC3)oc2c1Br ?
DDE Tn6 FP inh: 1; PLCb3 inh: 1; ASAP1 inh: -3; TDP2 inh: 13; Tn7 DDE FP: 1; ARFGAP1 inhibitor: -8; ADAM17 inh: 2; SIAE primary: -3; ADAM10 inh: 2; PLC-gamma1 inh: 5

How did CCOC(=O)CNc1nc(OCC#N)nc(N2CCOCC2)n1 do in these assays?
DDE Tn6 FP inh: 7; PLCb3 inh: 0; ASAP1 inh: 6; TDP2 inh: -8; Tn7 DDE FP: 9; ARFGAP1 inhibitor: 11; ADAM17 inh: -2; SIAE primary: 4; ADAM10 inh: -9; PLC-gamma1 inh: 1

How did CCCC(C)NC(=O)c1cc(Cl)ccc1OC (stereo not drawn) do in these assays?
DDE Tn6 FP inh: 15; PLCb3 inh: 3; ASAP1 inh: 6; TDP2 inh: -1; Tn7 DDE FP: 8; ARFGAP1 inhibitor: 0; ADAM17 inh: -3; SIAE primary: -11; ADAM10 inh: 9; PLC-gamma1 inh: -2

How did CCC1(C)COC(c2ccc3c(c2)OCO3)OC1 (stereo not drawn) do in these assays?
DDE Tn6 FP inh: 5; PLCb3 inh: 5; ASAP1 inh: -9; TDP2 inh: 6; Tn7 DDE FP: 5; ARFGAP1 inhibitor: -6; ADAM17 inh: 0; SIAE primary: 0; ADAM10 inh: 2; PLC-gamma1 inh: 5

Results for OCCN(CCO)CC(O)CN(c1ccccc1)c1ccccc1 (stereo not drawn) ?
DDE Tn6 FP inh: -1; PLCb3 inh: -12; ASAP1 inh: -11; TDP2 inh: -2; Tn7 DDE FP: 3; ARFGAP1 inhibitor: -6; ADAM17 inh: -1; SIAE primary: 6; ADAM10 inh: -8; PLC-gamma1 inh: 0

What do the screens show for `NC(=O)C1CCCN(C(=O)CN2C(=O)NC(c3ccccc3)(c3ccccc3)C2=O)C1` (stereo not drawn)?
DDE Tn6 FP inh: -6; PLCb3 inh: 0; ASAP1 inh: -2; TDP2 inh: 6; Tn7 DDE FP: -9; ARFGAP1 inhibitor: 0; ADAM17 inh: 1; SIAE primary: 6; ADAM10 inh: -2; PLC-gamma1 inh: 2

How did CCCNC(=O)c1ccccc1NC(=O)c1cccc(-n2cnnn2)c1 do in these assays?
DDE Tn6 FP inh: -4; PLCb3 inh: -13; ASAP1 inh: 2; TDP2 inh: -5; Tn7 DDE FP: -3; ARFGAP1 inhibitor: 7; ADAM17 inh: -9; SIAE primary: -5; ADAM10 inh: -32; PLC-gamma1 inh: 2

What do the screens show for `Cn1cccc2[nH]c(=O)nc1-2`?
DDE Tn6 FP inh: 6; PLCb3 inh: -10; ASAP1 inh: -4; TDP2 inh: 3; Tn7 DDE FP: -2; ARFGAP1 inhibitor: -9; ADAM17 inh: -20; SIAE primary: 6; ADAM10 inh: -48; PLC-gamma1 inh: -1

What do the screens show for `CC(C)(C)CC(=O)NC(=S)NCCc1ccccc1`?
DDE Tn6 FP inh: -4; PLCb3 inh: 4; ASAP1 inh: 6; TDP2 inh: 6; Tn7 DDE FP: 6; ARFGAP1 inhibitor: 4; ADAM17 inh: 2; SIAE primary: -6; ADAM10 inh: 3; PLC-gamma1 inh: 4

What do the screens show for `CCOC(=O)c1c(NC(=O)COC(=O)Cc2c[nH]c3ccccc23)sc(C(=O)N(C)C)c1C`?
DDE Tn6 FP inh: 0; PLCb3 inh: -9; ASAP1 inh: -1; TDP2 inh: -17; Tn7 DDE FP: 0; ARFGAP1 inhibitor: 3; ADAM17 inh: -4; SIAE primary: 0; ADAM10 inh: 2; PLC-gamma1 inh: 1

Random excerpt: 2 entries already listed.
How did O=C(Nc1nccs1)c1ccc(Br)c(S(=O)(=O)N2CCCC2)c1 do in these assays?
DDE Tn6 FP inh: -1; PLCb3 inh: -8; ASAP1 inh: 6; TDP2 inh: 13; Tn7 DDE FP: -2; ARFGAP1 inhibitor: -3; ADAM17 inh: 1; SIAE primary: -1; ADAM10 inh: -7; PLC-gamma1 inh: -4

How did Cc1nn(-c2ccccc2)c(C)c1C(=O)NCc1ccc(F)cc1 do in these assays?
DDE Tn6 FP inh: 0; PLCb3 inh: 3; ASAP1 inh: -11; TDP2 inh: 2; Tn7 DDE FP: 1; ARFGAP1 inhibitor: 8; ADAM17 inh: -1; SIAE primary: 3; ADAM10 inh: -6; PLC-gamma1 inh: 2

Additional compounds follow.
What do the screens show for `COCCCNCCOCCSc1ccc(Cl)cc1`?
DDE Tn6 FP inh: -2; PLCb3 inh: 1; ASAP1 inh: 4; TDP2 inh: 3; Tn7 DDE FP: 4; ARFGAP1 inhibitor: -2; ADAM17 inh: 0; SIAE primary: -2; ADAM10 inh: -1; PLC-gamma1 inh: -2

What do the screens show for `COc1ccc(C(=O)OC(C)C(=O)NC2CCCc3ccccc32)cc1OC` (stereo not drawn)?
DDE Tn6 FP inh: -4; PLCb3 inh: 0; ASAP1 inh: 11; TDP2 inh: -1; Tn7 DDE FP: 6; ARFGAP1 inhibitor: 0; ADAM17 inh: -2; SIAE primary: 5; ADAM10 inh: -6; PLC-gamma1 inh: -6

How did CCCn1c(=NC(=O)c2ccco2)c(C(=O)OCC)cc2c(=O)n3ccccc3nc21 do in these assays?
DDE Tn6 FP inh: -8; PLCb3 inh: inactive; ASAP1 inh: -8; TDP2 inh: -13; Tn7 DDE FP: -1; ARFGAP1 inhibitor: 2; ADAM17 inh: inactive; SIAE primary: 2; ADAM10 inh: inactive; PLC-gamma1 inh: -498

How did Cc1c(/C=N\NC(=O)c2csc3ccccc23)cnn1C do in these assays?
DDE Tn6 FP inh: -1; PLCb3 inh: -7; ASAP1 inh: -3; TDP2 inh: -1; Tn7 DDE FP: 3; ARFGAP1 inhibitor: -11; ADAM17 inh: -4; SIAE primary: -5; ADAM10 inh: 2; PLC-gamma1 inh: 1

What do the screens show for `COc1ccc(Nc2nc(N)c([N+](=O)[O-])c(NCc3ccccc3)n2)cc1`?
DDE Tn6 FP inh: -2; PLCb3 inh: -1; ASAP1 inh: 0; TDP2 inh: 8; Tn7 DDE FP: -3; ARFGAP1 inhibitor: 1; ADAM17 inh: 3; SIAE primary: 24*; ADAM10 inh: 5; PLC-gamma1 inh: 4

Ordered by number of heavy atoms (ascending): three of the compounds above
What do the screens show for `COCCCNCCOCCSc1ccc(Cl)cc1`?
DDE Tn6 FP inh: -2; PLCb3 inh: 1; ASAP1 inh: 4; TDP2 inh: 3; Tn7 DDE FP: 4; ARFGAP1 inhibitor: -2; ADAM17 inh: 0; SIAE primary: -2; ADAM10 inh: -1; PLC-gamma1 inh: -2

How did Cc1c(/C=N\NC(=O)c2csc3ccccc23)cnn1C do in these assays?
DDE Tn6 FP inh: -1; PLCb3 inh: -7; ASAP1 inh: -3; TDP2 inh: -1; Tn7 DDE FP: 3; ARFGAP1 inhibitor: -11; ADAM17 inh: -4; SIAE primary: -5; ADAM10 inh: 2; PLC-gamma1 inh: 1

What do the screens show for `COc1ccc(C(=O)OC(C)C(=O)NC2CCCc3ccccc32)cc1OC` (stereo not drawn)?
DDE Tn6 FP inh: -4; PLCb3 inh: 0; ASAP1 inh: 11; TDP2 inh: -1; Tn7 DDE FP: 6; ARFGAP1 inhibitor: 0; ADAM17 inh: -2; SIAE primary: 5; ADAM10 inh: -6; PLC-gamma1 inh: -6
